ARNT TACC3 PPI: disrupts binding between human ARNT and TACC3 | Q9Y6A5 | AlphaScreen His-ARNT PAS-B/GST-TACC3 binding, luminescence; TACC3 fragment carries E629A point mutation | inhibition, % at 9.99 µM | 390,000 tested, 0.66% active | AID 623870;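 active = mean inhibition of replicates at least 50% and at least half of replicates each reaching 50%; inconclusive = half or more replicates reach 50% but mean below 50%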;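 also: 0% = complete ARNT plus TACC3 wells and 100% = ARNT alone without TACC3; many hits fall short of the cut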
EWS-Fli inh: EWS/Fli transcriptional activity inhibition. A673 NR0B1-luciferase reporter, viability-normalised. inhibition, % at 12.6 µM. 350,000 tested, 0.67% active;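 active = mean inhibition of at least 50% after viability correction, with every replicate also passing that limit; inconclusive = mean reaches 50% but only one of two replicates passes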;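 also: firefly luciferase signal divided by Alamar Blue viability fluorescence both relative to DMSO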
PAX8 inh HTS: PAX8 transcriptional activity inhibition; RMG-I TPO-luciferase reporter, SteadyGlo, 24 h; inhibition, % at 12.6 µM; 360,000 tested, 1.2% active;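 active = mean replicate inhibition at least 60% with every replicate also reaching 60%; inconclusive = only one of the two criteria is met; inactive = mean below 60% and not all replicates reaching 60%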;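 also: luciferase light reporting Pax8 driven TPO promoter activity; plate controls were median of neutral control wells for no effect and mitoxantrone controls for full effect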
SIRT5 block: sirtuin-5 (human) deacylase inhibition | inhibition, % at 15 µM | Q9NXA8 | Purified SirT5, succinyl-peptide AMC, trypsin-coupled fluorescence | 330,000 tested, 1.1% active; in the data active = inhibition above about 15%; inconclusive = no clear call, values can overlap the other calls
Target sequence (Q9NXA8 whole entry, looked up): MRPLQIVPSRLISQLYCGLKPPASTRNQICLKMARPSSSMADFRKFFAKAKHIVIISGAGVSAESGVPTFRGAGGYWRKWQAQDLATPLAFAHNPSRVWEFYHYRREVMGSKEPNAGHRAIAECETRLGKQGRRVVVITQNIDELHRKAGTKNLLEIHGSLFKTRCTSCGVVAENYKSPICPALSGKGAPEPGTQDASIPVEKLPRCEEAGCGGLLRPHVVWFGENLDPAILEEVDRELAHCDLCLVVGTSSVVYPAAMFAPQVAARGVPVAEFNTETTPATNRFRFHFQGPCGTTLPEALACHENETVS
CASP6 VEID inh: caspase-6 (human) enzyme inhibition | P55212 | purified caspase-6, Z-VEID-R110 cleavage fluorescence | inhibition, % at 12.5 µM | 350,000 tested, 0.53% active | AID 686996;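 active = mean inhibition across replicates at least about 35%, with every replicate also reaching that limit, limit read from the data; inconclusive = only one of the two criteria met; inactive = neither criterion met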;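 also: 0% = median of neutral control wells and 100% = no fluorescence left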
Target sequence (P55212 24-179 limits assumed): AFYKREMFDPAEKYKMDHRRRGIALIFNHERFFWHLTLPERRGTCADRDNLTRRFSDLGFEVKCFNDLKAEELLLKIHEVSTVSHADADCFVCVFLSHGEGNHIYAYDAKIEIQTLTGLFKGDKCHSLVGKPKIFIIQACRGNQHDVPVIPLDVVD
Target sequence (P55212 194-293 limits assumed): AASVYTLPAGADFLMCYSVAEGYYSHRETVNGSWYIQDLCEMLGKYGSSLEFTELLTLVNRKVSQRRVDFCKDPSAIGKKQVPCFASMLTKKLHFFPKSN
DENV2 CPE: protects cells from dengue virus 2 cytopathic effect. CPE inhibition, % at 9.99 µM. AID 651640. DENV2-infected cells, cytopathic effect rescue, plate reader. 350,000 tested, 1.7% active; in the data active = CPE inhibition above about 20%, passing the limit was not always enough; inconclusive = no clear call, values can overlap the other calls; tested in BHK-21 cells;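 also: 0% = median of neutral control wells and 100% = median of positive control wells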
LGR2 antag: inhibitors of bursicon-induced Drosophila LGR2 receptor cAMP signaling. AID 720647. HEK293 LGR2, CRE-luciferase, bursicon-stimulated, 4 h. inhibition, % at 9.99 µM. 380,000 tested, 0.35% active;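 active = drop in luminescence signal, shown as inhibition above about 50% in the replicate tests, limit read from the data, passing the limit was not always enough; inconclusive = probably only some replicates passing the limit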;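 also: agonist challenge used bursicon conditioned medium at about half maximal strength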
The depositor's hits bear a star; ? = inconclusive; / = not tested or not shown; & = joins results of further samples.

SMILES | ARNT TACC3 PPI | EWS-Fli inh | PAX8 inh HTS | SIRT5 block | CASP6 VEID inh | DENV2 CPE | LGR2 antag
Cn1c(=O)c(=O)n(C)c2cc(S(=O)(=O)N3CCCC3C(=O)NCc3cccnc3)ccc21 (configuration not stated) | -12 | -1 | 30 | -4 | -3 | 5 | -6
COCC(=O)Nc1ccc(S(=O)(=O)Nc2onc(C)c2C)cc1 | / | -10 | / | -1 | 0 | -3 | -17
COc1cccc(S(=O)(=O)Nc2ccc3c(c2)[C@@H]2C[C@@H](CC(=O)N(C)C)O[C@@H](CO)[C@@H]2O3)c1 | -10 | -9 | / | -2 | 3 | 1 | -7
Cc1cc2ccccn2c1C(=O)c1ccccc1Br | -21 | 13 | -9 | 0 | 1 | 42* | -5
COc1ccc(C(NC(=O)c2ccco2)c2ccc(OC)c(OC)c2)cc1OC | 35 | 4 | / | 1 | 0 | 6 | -6
CCNC(=O)[C@@H]1[C@@H](CO)[C@@H]2Cn3c(ccc(-c4cccnc4)c3=O)[C@H]1N2Cc1ccccc1 | -11 | 9 | -9 | -1 | 0 | 0 | 7
Cc1cc(C)cc(NC(=O)CN2CCC(NC(=O)Cc3ccccc3)CC2)c1 | -4 | 13 | / | -4 | -1 | 1 | -3
Cc1ccc(NC(=O)NNC(=O)CN2C(=O)COc3ccccc32)cc1 | 6 | -5 | -12 | -2 | -1 | 3 | 0
COc1ccc(/C=N/NS(=O)(=O)c2ccc(F)cc2)cc1CN1CCSCC1 | / | 1 | -4 | -2 | -1 | 8 | 1
COc1ccc(-c2noc(CN(C)C(=O)Nc3ccccc3)n2)cc1 | / | 3 | 9 | -6 | -2 | 2 | 17
C[C@H](CO)N1C[C@H](C)[C@H](CN(C)Cc2ccc(C(=O)O)cc2)OCCCC[C@H](C)Oc2ccc(NC(=O)CCC(F)(F)F)cc2C1=O | -8 | -13 | / | 0 | 0 | 6 | -5
COc1ccc(NC(=O)Nc2cccc3c2O[C@H](CN(C)Cc2ccc(-c4ccccc4)cc2)[C@@H](C)CN([C@H](C)CO)C3=O)cc1 | 1&-4 | -1&-1 | 15 | 0&-3 | 0&2 | 8&-6 | -7&5
Cn1ncc([N+](=O)[O-])c1C(=O)NC1CCCCC1 | 2 | -5 | -17 | -5 | -2 | 3 | 0
COC(=O)[C@]12C[C@H](CC(=O)NCc3cccs3)C(=O)N(CCC3=CCCCC3)C1=C[C@H](COCc1ccccc1)O[C@@H]2C | / | 1 | -10 | / | 10 | 2 | 2
CCCNC(=O)Nc1ccc(C(F)(F)F)cc1 | / | -16 | -64 | -3 | 3 | -6 | -26
CCS(=O)(=O)N1CC2(CN(Cc3ccc4c(c3)OCO4)[C@H](CO)c3c2c2ccc(OC)cc2n3C)C1 | / | -10 | / | -7 | 0 | -3 | 4
NS(=O)(=O)c1ccc(NC(=O)COC(=O)COc2cccc(C(F)(F)F)c2)cc1 | -8 | 3 | 5 | 4 | -7 | 0 | -11
O=C(COc1ccccc1Cl)Nc1ccc2oc(=O)ccc2c1 | 6 | -1 | -17 | 0 | -1 | -7 | -3
COc1ccccc1C(=O)N1C[C@@H]2[C@H](c3ccccc31)[C@@H](CO)N2C(=O)Cc1ccccc1 | -4 | 14 | -8 | 1 | 3 | -9 | 6
COC(=O)N1C(=O)[C@](c2ccccc2)(C(C)C)N1C(=O)OC | -4 | -8 | 23 | / | 2 | -5 | 12
C/C(=N\NC(=O)CSc1nc2ccccc2c(=O)n1-c1ccccc1C)c1cccs1 | -1 | -5 | 22 | -1 | -3 | 8 | /
COc1ccc(N=Cc2c(OC)ccc3ccccc23)cc1 | -2 | -2 | 5 | -3 | 0 | -5 | /
S=C(Nc1ccccc1Cl)N1CCN(Cc2ccccc2)CC1 | 18 | 0 | -9 | -6 | -2 | / | -10
COc1ccc(S(=O)(=O)Nc2ccc3c(c2)C(=O)N([C@@H](C)CO)C[C@@H](C)[C@H](CN(C)S(=O)(=O)c2ccccc2)OCCCC[C@@H](C)O3)cc1 | / | 14 | 8 | 13 | -1 | -1 | -2
CO/N=C/c1cn(-c2ccc(Cl)cc2)nn1 | / | -24 | -36 | / | -3 | 5 | -14
CCOc1ccc(N=CNc2ccc(OCC)cc2)cc1 | 1 | 8 | -13 | -3 | -2 | 1 | -13
CC(C)NC(=O)Nc1cccc2c1O[C@H](CN(C)Cc1ccc(C(F)(F)F)cc1)[C@H](C)CN([C@@H](C)CO)C2=O | -13 | -3 | 7 | 0 | -1 | ? | -7
O=[N+]([O-])c1ccccc1/C=N/n1c(C(F)(F)F)n[nH]c1=S | -3 | 10 | 8 | -1 | 0 | 5 | -7
Cc1cccc(C)c1NC(=O)c1nc(S(=O)(=O)Cc2ccccc2)ncc1Cl | -2 | 73* | 28 | 5 | / | -3 | 19
CCOc1ccc(/C=N/NC(=O)C(OC)c2ccccc2)cc1 (configuration not stated) | 8 | 2 | 10 | 1 | 1 | -3 | 8
CCC(=O)N1[C@@H]2Cn3c(cccc3=O)[C@H]1[C@@H](C(=O)N1CCCCC1)[C@@H]2CO | -11 | -3 | -13 | 4 | -2 | ? | 1
COCCNC(=O)c1cc2c(c(-c3cccc(C4=CCCCC4)c3)n1)[C@H](CCO)N([S@@](=O)C(C)(C)C)C2 | / | / | -2 | 0 | 2 | 0 | -3
COCCCn1c(=O)c2ccccc2n(CC(=O)Nc2ccc3c(c2)OCCO3)c1=O | -5 | -5 | -8 | 0 | -8 | 6 | -1
COc1ccc(C(O)c2ncc(-c3ccccc3Cl)[nH]2)cc1F (configuration not stated) | / | 3 | 14 | 0 | -2 | 0 | -4
COC(OC)c1ccc(C#N)c(SCc2ccc(C)cc2)n1 | -5 | -2 | -14 | -2 | 3 | 0 | 3
Cc1ccc(S(=O)(=O)N(C)C[C@H]2Oc3c(NC(=O)CCCCCC(=O)Nc4ccccc4N)cccc3C(=O)N([C@@H](C)CO)C[C@@H]2C)cc1 | / | / | 15 | 2 | 0 | 0 | 0
Cc1ccc(C)c(N2CCN(C(=O)CCC(=O)Nc3nnc(CC(C)C)s3)CC2)c1 | 0 | / | 8 | -6 | -1 | 1 | 3
O=C(CN(c1cccc([N+](=O)[O-])c1)S(=O)(=O)c1ccccc1)NCc1ccccc1 | -7 | 10 | -11 | -1 | 0 | -5 | -4
Cc1ccc(NC(=O)CCc2ccc(C)o2)cc1 | -1 | -11 | 7 | -45 | -1 | -3 | -30
CCOC(=O)N1CCN(c2nc3ccccc3nc2C(C#N)C(=O)NCCc2ccccc2)CC1 (configuration not stated) | -4 | / | / | 0 | -5 | / | -9
COc1ccc(NC(=S)N(CCCN2CCC(C)CC2)Cc2cccs2)cc1 | 1 | 5 | 11 | -3 | -4 | / | 3
Cc1ccccc1Cn1cc(NC(=O)c2noc(C(C)C)c2[N+](=O)[O-])cn1 | 2 | 5 | -1 | -2 | 0 | -1 | -23
Cc1cc(NC(=O)CSc2ncnc3ccccc23)no1 | -10 | 4 | 9 | 1 | 0 | ? | 10
C[C@@H]1CN([C@@H](C)CO)S(=O)(=O)c2ccc(-c3cccc(C#N)c3)cc2O[C@@H]1CN(C)C(=O)C1CC1 | -7 | 2 | / | -1 | 0 | ? | -17
CC(C)CC(=O)OCC(=O)Nc1ccccc1Sc1ccccc1 | / | -3 | 3 | -3 | -1 | 9 | 3
CCCNC(=O)c1ccc(CN2CCOCC2)cc1 | -2 | / | -20 | / | / | / | -10
COc1cc(N2C(=O)CSC2=S)cc(OC)c1OC | -12 | 7 | 8 | 0 | 0 | 0 | 47
CN(Cc1ccccc1F)C(=O)c1ccc2c(=O)n3c(nc2c1)CCC3 | 2 | -4 | -5 | -4 | -1 | 0 | 2
O=C(O)CCCC(=O)Nc1ccc(N=Nc2ccccc2)cc1 | 2 | -4 | 3 | 6 | -4 | -5 | -12
O=C(C[C@@H]1CC[C@H]2[C@@H](COC[C@@H](O)CN2Cc2cc(F)ccc2F)O1)N[C@H]1CCN(Cc2ccccc2)C1 | 2 | -2 | 9 | -4 | -5 | 1 | 11
Cc1nc2c(C)cccn2c(=O)c1NC(=O)c1cccc2ccccc12 | 2 | -1 | / | -3 | -2 | -1 | 4
Cc1ccccc1/C=N/n1c(COc2ccccc2)n[nH]c1=S | -39 | 4 | -12 | 0 | 1 | -2 | -9
Cc1ccc(C(=O)COC(=O)c2cc(C)no2)c(C)c1 | -2 | 1 | -3 | 2 | 0 | 1 | -3
CN1CCN(c2nc3c(c(=O)[nH]c(=O)n3C)n2Cc2cccc(Br)c2)CC1 | 7 | -1 | -7 | -4 | 2 | 3 | -2
O=C(CNC(=O)c1ccc(Cl)cc1)NCC(F)(F)F | -4 | / | -2 | / | / | / | -12
CCc1ccccc1N(C)S(=O)(=O)c1cc(-c2cc(C)no2)ccc1OC | -9 | -10 | -9 | 4 | 4 | -2 | 16
COc1cccc(C#Cc2cnc3c(c2)C(=O)N([C@@H](C)CO)C[C@H](C)[C@@H](CN(C)C)O3)c1 | / | 3 | -29 | 6 | 23 | 10 | 10
CC1=C(C)N(C)[C@H](c2ccccc2Br)[C@H](O)C1=O | -2 | -11 | 14 | -1 | / | ? | -16
CC(C)CC#Cc1cnc2c(c1)C(=O)N([C@H](C)CO)C[C@@H](C)[C@H](CN(C)C(=O)Nc1ccccc1F)O2 | 0 | 7 | / | 0 | -2 | -7 | 2
CC(=O)Nc1c2c(nn1-c1ccccc1)CSC2 | -1 | / | 17 | -1 | -9 | 2 | 12
The listing continues:
SMILES | ARNT TACC3 PPI | EWS-Fli inh | PAX8 inh HTS | SIRT5 block | CASP6 VEID inh | DENV2 CPE | LGR2 antag
COc1ccc(CN(C)C(=O)[C@H]2O[C@@H](n3ccc(N)nc3=O)[C@H](O)[C@@H]2O)cc1OC | / | -19 | 4 | -4 | -2 | 1 | -9
Cc1ccc(C(=O)Oc2cc(C)[nH]c(=O)c2[N+](=O)[O-])cc1 | -4 | 3 | 8 | 1 | 1 | -6 | 2
O=C(C[C@@H]1C[C@@H]2c3cc(NC(=O)C4CCOCC4)ccc3O[C@@H]2[C@H](CO)O1)NCc1ccc(Oc2ccccc2)cc1 | -1 | -6 | -12 | 0 | 1 | 1 | 0
Cc1ccccc1CC1SC(N)=NC1=O (configuration not stated) | -2 | -1 | 5 | 0 | -4 | -2 | 10
O=C(Nc1ccc(NC(=O)c2ccccc2Cl)nc1)c1ccncc1 | -6 | 4 | -7 | 0 | 2 | -2 | 0
Cn1c(=O)c2ccccc2n(CC(=O)NC2CCCC2)c1=O | / | 0 | -1 | -4 | -2 | 16 | 2
C[C@H]1CN([C@@H](C)CO)S(=O)(=O)c2ccc(-c3cncnc3)cc2O[C@H]1CN(C)Cc1ccccn1 | -2 | -29 | -22 | -0.3* | 0 | -5 | /
O=C(N[C@@H]1CC[C@@H](CCn2cc(-c3ccccc3)nn2)O[C@H]1CO)c1ccccc1F | 0 | 21 | -6 | 1 | 0 | -1 | 7
O=C(c1ccccc1O)N1CCOCC1 | 5 | -10 | 7 | -6 | -2 | -6 | 9
COc1ccc(NC(=O)Nc2cc(C)cc(C)c2)cn1 | 0 | -15 | 3 | -3 | 8 | 6 | -8
CCOc1ccccc1C(=O)NC(C)c1ccc(-n2ccnc2)cc1 (configuration not stated) | 41 | / | 21 | -1 | 0 | -2 | -14
CC(=O)c1nn(-c2ccccc2)cc1C(=O)c1ccc(Br)cc1 | -2 | 18 | 27 | -1 | 1 | 9 | 7
Cc1ccc(C)c2[nH]c(=O)c(CCNC(=O)c3ccc(Br)o3)cc12 | -7 | 3 | / | 0 | / | -1 | -4

Compound profiles, as listed above. Screens in order: ARNT TACC3 PPI, EWS-Fli inh, PAX8 inh HTS, SIRT5 block, CASP6 VEID inh, DENV2 CPE, LGR2 antag
Entry for `Cc1ccccc1/C=N/n1c(COc2ccccc2)n[nH]c1=S` : -39, 4, -12, 0, 1, -2, -9
Entry for `CCOc1ccccc1C(=O)NC(C)c1ccc(-n2ccnc2)cc1` (configuration not stated) : 41, /, 21, -1, 0, -2, -14
Entry for `COC(=O)N1C(=O)[C@](c2ccccc2)(C(C)C)N1C(=O)OC` : -4, -8, 23, /, 2, -5, 12
Entry for `O=C(COc1ccccc1Cl)Nc1ccc2oc(=O)ccc2c1` : 6, -1, -17, 0, -1, -7, -3
